RPL19A TOR yeast: modulators of TOR pathway RPL19A-GFP in S. cerevisiae; S. cerevisiae RPL19A-GFP strain, flow cytometry, 3 h; hits give low values; percent response vs DMSO, % at 10 µM; 330,000 compounds, 0.3% hits;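 active = percent response vs DMSO below 50%; inconclusive = fewer than 70 events counted for the yeast strain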;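 note: median channel GFP fluorescence of the barcoded RPL19A-GFP strain; ratio of sample median GFP to plate DMSO average so 100% = DMSO; lower means less RPL19A-GFP as with rapamycin TOR inhibition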
MEP2 TOR yeast: modulators of TOR pathway MEP2-GFP in S. cerevisiae; S. cerevisiae MEP2-GFP strain, flow cytometry GFP, 3 h; 100% = DMSO control level; 330,000 compounds, 0.51% hits; GFP response vs DMSO, % at 10 µM; AID 2016;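 active = GFP response versus DMSO above a set limit, roughly screen mean plus 3 SD, cut at about 180% in these data; inconclusive = fewer than 70 cells counted for a yeast strain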;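 note: median GFP fluorescence of the barcode-gated MEP2-GFP cells per well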
CIT2-GFP yeast: modulators of TOR pathway CIT2-GFP in S. cerevisiae; AID 2029; GFP response vs DMSO, % at 10 µM; S. cerevisiae CIT2-GFP strain, flow cytometry, 3 h; 100 means same as DMSO wells; 320,000 compounds, 0.065% hits;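 active = GFP response relative to DMSO above a set limit, near the screen mean plus 3 SD, cut at about 150% in these data; inconclusive = Fewer than 70 cells measured for a yeast strain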;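 note: ratio of well median GFP fluorescence to mean of DMSO wells on the plate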
JMJD2C inh: human JMJD2C demethylase inhibition; 330,000 compounds, 0.069% hits; Q9H3R0; inhibition, % at 2.35 µM; AID 2099; GST-JMJD2C(1-420) H3K9me3 demethylation, DELFIA europium;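 active = more than half of a compound's replicate wells show inhibition beyond 50%, single wells judged on their own value; inconclusive = some, but no more than half, of replicates pass 50% inhibition; inactive = no replicate passes 50% inhibition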;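 note: signal counts dimethyl H3K9 product captured on neutravidin plate; 0% = median of DMSO wells and 100% = 0.3 times that DMSO median; strong numbers were not always called active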
AGP1-GFP MLPCN: alters AGP1-GFP fluorescence in TOR pathway yeast screen; S. cerevisiae AGP1-GFP multiplex flow cytometry, 3 h; GFP as percent of DMSO wells; GFP response vs DMSO, % at 10 µM; 320,000 compounds, 0.02% hits; AID 2066;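 active = GFP response relative to DMSO above a set limit, near screen average plus 3 SD, cut at about 150% in these data; inconclusive = fewer than 70 cells counted for the yeast strain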;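 note: median GFP channel fluorescence of the gated AGP1 strain per well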
VLA-4 inh: inhibition in a human VLA-4 binding assay. 330,000 compounds, 0.2% hits. AID 2557. VLA-4 expressing cells, ligand binding flow cytometry. inhibition, % (about 7 µM as worked out from the volumes in the protocol). P13612; in the data active = inhibition above about 50%
Target sequence (P13612 whole entry, looked up): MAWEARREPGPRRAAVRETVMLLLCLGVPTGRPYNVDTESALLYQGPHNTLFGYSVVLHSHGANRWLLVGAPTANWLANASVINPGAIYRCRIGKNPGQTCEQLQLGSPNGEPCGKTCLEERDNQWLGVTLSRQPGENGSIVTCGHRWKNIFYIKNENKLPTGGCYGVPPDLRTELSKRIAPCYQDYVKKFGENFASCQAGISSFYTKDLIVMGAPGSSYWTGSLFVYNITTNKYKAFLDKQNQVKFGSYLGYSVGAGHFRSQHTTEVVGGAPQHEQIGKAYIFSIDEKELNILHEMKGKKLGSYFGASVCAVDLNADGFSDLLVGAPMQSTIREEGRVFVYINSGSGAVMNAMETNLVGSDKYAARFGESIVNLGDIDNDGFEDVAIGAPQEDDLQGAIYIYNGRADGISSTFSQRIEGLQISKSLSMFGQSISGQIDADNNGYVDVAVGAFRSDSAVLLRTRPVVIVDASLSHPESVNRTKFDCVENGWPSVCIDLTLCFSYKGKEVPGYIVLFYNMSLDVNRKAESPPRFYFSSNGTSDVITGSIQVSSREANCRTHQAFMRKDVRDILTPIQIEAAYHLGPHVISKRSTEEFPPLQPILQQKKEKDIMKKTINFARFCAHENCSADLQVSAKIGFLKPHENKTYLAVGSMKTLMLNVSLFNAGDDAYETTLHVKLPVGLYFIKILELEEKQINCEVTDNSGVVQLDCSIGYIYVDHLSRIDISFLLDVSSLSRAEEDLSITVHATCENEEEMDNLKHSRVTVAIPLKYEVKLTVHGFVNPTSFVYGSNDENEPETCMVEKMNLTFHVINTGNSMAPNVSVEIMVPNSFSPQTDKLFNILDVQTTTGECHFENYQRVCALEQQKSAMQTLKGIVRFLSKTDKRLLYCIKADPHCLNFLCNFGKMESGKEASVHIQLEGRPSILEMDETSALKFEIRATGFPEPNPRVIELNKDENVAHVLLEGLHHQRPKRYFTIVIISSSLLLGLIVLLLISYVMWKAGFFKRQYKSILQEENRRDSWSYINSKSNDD
LAP4 TOR yeast: alters LAP4-GFP fluorescence in TOR pathway yeast screen; S. cerevisiae LAP4-GFP multiplex, flow cytometry GFP, 3 h; median GFP as percent of DMSO wells; GFP response vs DMSO, % at 10 µM; 320,000 compounds, 0.34% hits; AID 2023;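 active = GFP response vs DMSO above a set limit, about the screen mean plus 3 SD, cut at about 150% in these data; inconclusive = under 70 cell events counted for the yeast strain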
GRK2 aptamer HTS: blocks RNA aptamer binding to human GRK2; AID 488847; 330,000 compounds, 0.59% hits; bead flow cytometry, FAM-aptamer displacement from GRK2; P25098; inhibition of aptamer binding, % at 10 µM;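 active = inhibition of aptamer binding above 40%, roughly 3 SD of noise, on plates passing a quality check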;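 note: median bead fluorescence of bound FAM aptamer so fluorescent compounds give negative values; no value below 0 was filed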
Starred values were filed as active, the others as inactive; ? = inconclusive; . = no result given; & = joins results of further samples; [ ] = another dose, or the depositor's remark. Rows are unselected; overall some 1.7% were active at least once.

RPL19A TOR yeast	MEP2 TOR yeast	CIT2-GFP yeast	JMJD2C inh	AGP1-GFP MLPCN	VLA-4 inh	structure	LAP4 TOR yeast	GRK2 aptamer HTS
96	92	91	-7	89	-2	CC(=O)Oc1ccc2c(=O)c(-c3nc4ccccc4s3)coc2c1	96	4
104	78	98	2	99	8	Nc1cc(N2CCCCC2)c([N+](=O)[O-])cc1Cl	103	3
100	98	96	-1	74	6	CC(=O)N1CCc2cc(N=NC3=C(O)CCCC3=O)ccc21	102	0
103	105	107	0	105	13	Cc1cccc(CNC(=O)Cn2ccc3cc(S(=O)(=O)N4CCCCCC4)ccc32)c1	101	0
106	100	101	6	102	4	Cc1ccc(-c2cc(C(=O)N3CC(C)CC(C)C3)c3ccccc3n2)o1 (stereo unspecified)	98	2
99	103	79	1	100	3	c1ccc(-c2nnn(C34CC5CC(CC(C5)C3)C4)n2)cc1	105	1
102	101	101	1	99	11	COc1ccc(OCC(=O)Nn2c(-c3ccc(OC)cc3)nc3ccccc3c2=O)cc1	93	0
109	117	115	21	112	-6	CCn1cc(CNC(=O)c2ccc3nc(Cc4ccccc4F)oc3c2)cn1	106	0
102	104	97	-7	98	-2	C=CCn1c(Cc2cccs2)nnc1SCC(=O)NC1CC1	100	1
104	110	98	-4	98	-13	Cc1cc(SCC(=O)N/N=C/c2ccc(O)c(O)c2O)c(C)cc1Br	105	4
95	99	92	2	100	2	O=C(OCc1nc2ccccc2[n+]([O-])c1C(=O)c1ccccc1)c1cccnc1	106	0
100	108	99	7	97	3	O=C(NCc1cccc(C(F)(F)F)c1)c1ccc2c(c1)OCCO2	99	2

2 records drawn at random from the list so far, as already listed:
RPL19A TOR yeast	MEP2 TOR yeast	CIT2-GFP yeast	JMJD2C inh	AGP1-GFP MLPCN	VLA-4 inh	structure	LAP4 TOR yeast	GRK2 aptamer HTS
99	103	79	1	100	3	c1ccc(-c2nnn(C34CC5CC(CC(C5)C3)C4)n2)cc1	105	1
100	98	96	-1	74	6	CC(=O)N1CCc2cc(N=NC3=C(O)CCCC3=O)ccc21	102	0

(listing goes on)
RPL19A TOR yeast	MEP2 TOR yeast	CIT2-GFP yeast	JMJD2C inh	AGP1-GFP MLPCN	VLA-4 inh	structure	LAP4 TOR yeast	GRK2 aptamer HTS
102	98	95	3	96	7	O=C(COC(=O)c1nc(Cl)ccc1Cl)Nc1ccccc1OC(F)F	97	3
99	105	99	2	96	8	CCCCCCOc1ccc(OCC(O)CN2C(=O)NC(C)(C)C2=O)cc1 (stereo unspecified)	101	1
102	101	97	3	102	-1	Cc1ccccc1NC(=S)N(CCN1CCCCC1)Cc1ccco1	96	0
102	123	112	0	107	2	O=C(CCCN1C(=O)C(c2ccccc2)Oc2cccnc21)NCc1ccc(F)cc1 (stereo unspecified)	100	0
106	115	105	10	102	-3	CC1CN(C(=O)CCCN2C(=O)c3ccccc3C2=O)CC(C)O1 (stereo unspecified)	95	2
98	105	94	2	88	2	COc1ccc(CC2(CO)CCN(Cc3ccc4c(c3)CCO4)CC2)cc1	84	1
106	106	109	-18	108	10	O=C(CSc1nnc(SCc2ccccc2)s1)N/N=C/C=C/c1ccccc1[N+](=O)[O-]	104	3
95	100	102	-5	95	-1	c1ccc(Nc2nc(-c3cccnc3)cs2)nc1	103	3
97	102	99	-8	89	10	O=C(O)Cc1ccc(-n2cccc2)cc1	106	99*
98	103	103	-3	104	-11	COCCn1nnnc1C(c1ccc(OC)c(OC)c1)N1CCc2ccccc21 (stereo unspecified)	101	2
92	94	92	5	91	7	CCC1=C(OC(=O)N(CC)CC)N2C(=O)OC(=NCC(=O)OC)[C@]2(C)[C@H]2C1=CC[C@H]1C(=O)N(CC)C(=O)[C@H]12	121	3
89	95	91	-3	95	3	Cc1nnc(N/N=C/c2ccccc2F)n1N	.	1

Part of the list above in order of length of the SMILES, low to high:
RPL19A TOR yeast	MEP2 TOR yeast	CIT2-GFP yeast	JMJD2C inh	AGP1-GFP MLPCN	VLA-4 inh	structure	LAP4 TOR yeast	GRK2 aptamer HTS
97	102	99	-8	89	10	O=C(O)Cc1ccc(-n2cccc2)cc1	106	99*
89	95	91	-3	95	3	Cc1nnc(N/N=C/c2ccccc2F)n1N	.	1
95	100	102	-5	95	-1	c1ccc(Nc2nc(-c3cccnc3)cs2)nc1	103	3
102	101	97	3	102	-1	Cc1ccccc1NC(=S)N(CCN1CCCCC1)Cc1ccco1	96	0
106	115	105	10	102	-3	CC1CN(C(=O)CCCN2C(=O)c3ccccc3C2=O)CC(C)O1 (stereo unspecified)	95	2
98	105	94	2	88	2	COc1ccc(CC2(CO)CCN(Cc3ccc4c(c3)CCO4)CC2)cc1	84	1
104	110	98	-4	98	-13	Cc1cc(SCC(=O)N/N=C/c2ccc(O)c(O)c2O)c(C)cc1Br	105	4
102	123	112	0	107	2	O=C(CCCN1C(=O)C(c2ccccc2)Oc2cccnc21)NCc1ccc(F)cc1 (stereo unspecified)	100	0
95	99	92	2	100	2	O=C(OCc1nc2ccccc2[n+]([O-])c1C(=O)c1ccccc1)c1cccnc1	106	0
106	106	109	-18	108	10	O=C(CSc1nnc(SCc2ccccc2)s1)N/N=C/C=C/c1ccccc1[N+](=O)[O-]	104	3
92	94	92	5	91	7	CCC1=C(OC(=O)N(CC)CC)N2C(=O)OC(=NCC(=O)OC)[C@]2(C)[C@H]2C1=CC[C@H]1C(=O)N(CC)C(=O)[C@H]12	121	3

The listing continues:
RPL19A TOR yeast	MEP2 TOR yeast	CIT2-GFP yeast	JMJD2C inh	AGP1-GFP MLPCN	VLA-4 inh	structure	LAP4 TOR yeast	GRK2 aptamer HTS
96	99	98	-35	98	25	COc1cccc(CN(C)C(=O)c2cc(COc3ccc(-n4cncn4)cc3)on2)c1	98	0
44*[may fluoresce violet]	261*[may fluoresce violet]	?	-11	?	7	COc1ccccc1/C=C(/NC(=O)c1ccccc1)C(=O)NCCN1CCOCC1	50[may fluoresce violet]	2
95	87	92	6	95	3	COc1ccc(-n2nc(C(=O)NCC(=O)N3CCN(Cc4ccccc4)CC3)c3ccccc3c2=O)cc1	94	1
93	90	85	0	99	3	O=C(N/N=C/c1ccccn1)C12CC3CC(CC(C3)C1)C2	106	1
101	106	95	11	94	-11	O=C(CN(C(=O)Cn1nnc(-c2ccc(F)cc2)n1)c1cccc(F)c1)NC1CCCC1	93	0
104	118	115	-9	110	0	COc1ccc(CCNC(=O)C(=O)NCCC2CCCCN2S(=O)(=O)c2ccccc2)cc1 (stereo unspecified)	111	0
.	102	100	-5	98	-11	O=C(NC1CCCCCCC1)c1ccc(S(=O)(=O)N2CCCC2)cc1	96	0
96	101	96	-5	92	3	O=C(NCc1nc2ccccc2[nH]1)c1cc2ccccc2oc1=O	91	2
102	101	100	-9	110	-4	Brc1cnc2nc[nH]c2c1	111	0
101	108	99	5	98	2	COc1ccccc1N1CCN(C(=O)c2noc(C(C)C)c2[N+](=O)[O-])CC1	93	0
102	100	103	4	102	18	O=C(NCCc1nnc2ccc(N3CCCC3)nn12)c1ccccc1	94	1
104	104	107	0	104	10	O=C(CN1CCN(S(=O)(=O)N2CCOCC2)CC1)Nc1cc(Cl)cc(Cl)c1	93	26
98	109	109	14	103	3	Cc1cc(=O)oc2c(N)c(O)ccc12	96	0
93	100	95	-4	90	-9	COc1ccc(CCC(=O)Nc2cc(Cl)ccc2OC)cc1	108	1
95	89	87	-2	91	8	CCCCOC(=O)n1c(=O)oc2cc(S(=O)(=O)N3CCCCC3)ccc21	100	3
101	101	119	-46	113	-1	CC(C)C(C(=O)N1CCN(Cc2ccccc2)CC1)c1ccccc1 (stereo unspecified)	114	2
98	94	88	2	88	-4	Nn1c(COc2cccc(Cl)c2)nc2ccccc2c1=O	90	0
98	109	105	11	95	8	CCOC(=O)c1c(NC(=O)CSc2nnnn2C)sc(C)c1-c1ccc(C)cc1	118	0
101	96	95	10	101	6	CCCCCCCC(=O)NC(Nc1ccc(S(N)(=O)=O)cc1)C(Cl)(Cl)Cl (stereo unspecified)	.	0
99	102	97	-20	99	6	Cc1ccc2cc(C(c3nnnn3C3CCCC3)N(Cc3ccccc3)Cc3ccco3)c(=O)[nH]c2c1 (stereo unspecified)	97	1
90	97	89	-2	94	4	CC(=O)N1CCN(C(=O)COC(=O)CNC(=O)c2ccccc2C)CC1	94	2
95	84	90	2	87	-1	CN(CCC#N)C(=O)COC(=O)/C=C/c1cccs1	89	0
99	95	97	-4	98	-4	CCCCOc1ccc(C(=O)Nn2cnnc2)cc1	99	1
110	108	115	4	124	-4	CCOC(=O)N1CCN(Cc2nc(Cc3cccc(C(F)(F)F)c3)no2)CC1	107	1
95	100	97	-7	97	9	C[C@H](NC(=O)[C@@H]1Cc2ccccc2CN1)C(=O)NCC1CCCO1 (stereo partly specified)	88	1
93	98	87	9	88	6	O=C(CCCc1ccccc1)c1ccc2c(c1)OCCO2	125	0
92	88	97	0	90	-3	CC(=O)N1CCN(C(=O)Cn2c(=O)oc3ccccc32)CC1	86	0
101	102	93	-5	91	5	COc1ccccc1C1C2=C(CC(C)(C)CC2=O)Nc2nnnn21 (stereo unspecified)	82	0
100	100	104	-7&13	100	-4	CCN(C(=O)CN1CCN(c2ccccc2OC)CC1)c1c(N)n(Cc2ccccc2)c(=O)[nH]c1=O	91	2
96	107	104	-5	104	39	CNc1nc(C)cc(C)c1S(=O)(=O)c1ccc(C)cc1	120	0
96	103	92	0	90	6	O=C(COC(=O)Cc1cccs1)Nc1ccccc1Cl	101	0
100	102	104	2	104	-6	Fc1cccc(CCN2CCN=C2Nc2ccccc2)c1	92	0
93	103	77	11	84	49	O=[N+]([O-])c1ccc2nc(-c3ccc(Cl)cc3)[nH]c2c1	127	0
102	100	93	22	90	2	CC(C)Cc1ccc(/C=C/C(=O)NC2CC2)cc1	101	0
99	103	98	5	96	4	Cc1cccc[n+]1CC(=O)Nc1ccc([N+](=O)[O-])cc1	90	0
104	100	101	101&-4	106	0	NC(=O)CSC1=Nc2ccccc2C2=NC(CCC(=O)NCc3ccc(F)cc3)C(=O)N12 (stereo unspecified)	103	0
103	102	104	-7	94	12	COc1ccccc1/C=N/NS(=O)(=O)c1ccccc1	81	2
97	99	97	-5	102	-2	CC(=O)c1ccccc1NC(=O)COc1ccc(N(C)S(=O)(=O)c2ccc(C)c(C)c2)cc1	102	3
98	101	92	-3	97	-12	Cc1ccc(-n2c(C)cc(C(=O)OCC(=O)N(CC(C)C)C3CCS(=O)(=O)C3)c2C)cc1 (stereo unspecified)	102	0
106	103	107	-2	118	5	O=C(COC(=O)c1cc([N+](=O)[O-])ccc1NCCO)Nc1cccc(S(=O)(=O)N2CCCC2)c1	113	0
91	97	100	0	96	-4	COc1ccc2oc(C(=O)N3CCN(C(c4ccccc4)c4ccccc4)CC3)c(C)c2c1	99	0
96	94	105	-5	95	-8	CC(NC(=O)c1ccc(Br)o1)c1ccc(-n2ccnc2)cc1 (stereo unspecified)	90	0
95	96	96	-16	96	-3	CN(C)Cc1c(-c2ccc(Cl)cc2)nc2ccccn12	106	0
97	99	107	0	103	-4	C[N+](C)(C)CCOC(=O)C1(c2ccccc2)CCCC1	103	0
93	108	82	2	102	10	CCOC(=O)c1nnn(-c2nonc2N)c1-c1ccccc1Cl	127	3

Compound activity: PubChem, several laboratories
